KB-V1 MDR tox: KB-V1 MDR subline cytotoxicity | KB-V1 MDR cells viability, CellTiter-Glo, 72 h | Potency, µM (doses to about 46.1 µM), inactives show top-dose activity change, negative = cytotoxicity, most hits filed as cytotoxic | actives 3.4% (n = 400,000); note: potency is the fitted concentration of half-maximal effect; % is set by controls: 0 for no effect and ±100 for the full control effect; nearly all actives have a fitted effect of over 60% in size
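Cells of the MDR subline KB-V1 are plated, dosed with compound at multiple concentrations, and incubated 72 h at 37 degrees C; CellTiter-Glo is then added and luminescence read after 10 min.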
WRN helicase inh: WRN helicase (human) inhibition | Q14191 | WRN helicase unwinding, fluorescent forked duplex, kinetic | Potency, µM (highest dose often 114 µM), without a hit: top-dose activity change, negative = inhibition, hits mostly inhibitors | actives 0.46% (n = 360,000) | AID 651768; note: potency is the fitted concentration of half-maximal effect; % is set by controls: 0 for no effect and ±100 for the full control effect; nearly all actives have a fitted effect of over 55% in size
Target sequence (Q14191 whole entry, looked up): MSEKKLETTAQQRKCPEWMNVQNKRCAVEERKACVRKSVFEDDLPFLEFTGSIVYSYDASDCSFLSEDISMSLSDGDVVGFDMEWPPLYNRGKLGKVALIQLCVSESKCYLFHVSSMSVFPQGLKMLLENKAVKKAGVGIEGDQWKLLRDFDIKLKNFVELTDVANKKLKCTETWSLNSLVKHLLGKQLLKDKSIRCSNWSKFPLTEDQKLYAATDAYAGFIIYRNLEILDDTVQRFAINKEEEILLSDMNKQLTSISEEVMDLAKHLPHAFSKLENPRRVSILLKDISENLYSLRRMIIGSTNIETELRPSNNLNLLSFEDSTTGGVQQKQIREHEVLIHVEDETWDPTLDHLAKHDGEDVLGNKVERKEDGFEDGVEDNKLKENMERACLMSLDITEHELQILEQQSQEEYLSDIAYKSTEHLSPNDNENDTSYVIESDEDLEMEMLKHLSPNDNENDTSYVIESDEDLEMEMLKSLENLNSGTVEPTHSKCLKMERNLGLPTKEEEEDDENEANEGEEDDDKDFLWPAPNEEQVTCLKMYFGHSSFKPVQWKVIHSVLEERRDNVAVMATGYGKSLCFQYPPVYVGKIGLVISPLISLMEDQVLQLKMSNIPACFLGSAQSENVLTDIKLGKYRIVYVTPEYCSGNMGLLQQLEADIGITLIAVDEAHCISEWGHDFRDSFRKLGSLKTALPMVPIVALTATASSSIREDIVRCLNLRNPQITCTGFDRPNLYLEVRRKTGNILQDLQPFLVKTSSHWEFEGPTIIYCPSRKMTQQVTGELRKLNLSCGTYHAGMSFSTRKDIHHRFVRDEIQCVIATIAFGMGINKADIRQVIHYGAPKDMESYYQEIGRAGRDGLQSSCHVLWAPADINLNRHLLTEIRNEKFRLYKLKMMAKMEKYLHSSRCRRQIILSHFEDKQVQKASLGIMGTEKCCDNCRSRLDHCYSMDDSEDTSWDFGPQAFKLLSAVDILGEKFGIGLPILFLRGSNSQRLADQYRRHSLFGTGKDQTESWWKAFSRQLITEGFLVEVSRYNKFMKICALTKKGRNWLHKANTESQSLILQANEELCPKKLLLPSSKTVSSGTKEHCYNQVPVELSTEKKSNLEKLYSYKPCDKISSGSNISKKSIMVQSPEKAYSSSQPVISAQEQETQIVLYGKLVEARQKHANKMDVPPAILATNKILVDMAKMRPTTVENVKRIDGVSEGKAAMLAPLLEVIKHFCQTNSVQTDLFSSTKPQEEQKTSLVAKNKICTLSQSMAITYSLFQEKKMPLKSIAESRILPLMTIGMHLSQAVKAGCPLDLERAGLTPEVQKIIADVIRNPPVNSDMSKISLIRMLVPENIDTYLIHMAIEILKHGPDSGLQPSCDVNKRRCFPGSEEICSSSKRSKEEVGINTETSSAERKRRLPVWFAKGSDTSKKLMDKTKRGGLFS
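Kinetic red-fluorescence monitoring (525/598 nm) tracks WRN helicase activity after 100 nM fluorophore-quencher forked duplex and 2 mM ATP are added to 20 nM enzyme pretreated 15 min at room temperature with compound.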
KB-3-1 tox: KB-3-1 parental cell cytotoxicity; KB-3-1 viability, CellTiter-Glo ATP luminescence, 72 h; Potency, µM (titrated, usually from 46.1 µM), for inactives: at the top dose activity change, negative = cytotoxic, most hits filed as cytotoxic; actives 1.4% (n = 400,000); AID 1347075; note: potency is the fitted concentration of half-maximal effect; % is set by controls: 0 for no effect and ±100 for the full control effect; nearly all actives have a fitted effect of over 60% in size
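Parental KB-3-1 adenocarcinoma cells in phenol-red-free DMEM with 10% FBS were pin-treated with compounds at several concentrations, incubated 72 h at 37 °C, and viability read by CellTiter-Glo luminescence; concentration-effect curves were fitted after normalization.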
IL1B secr inh: inflammasome signaling inhibition, IL-1 beta readout | THP-1 LPS/ATP IL-1B secretion, AlphaLISA, 16 h; active compounds read low | AID 743279 | actives 4.7% (n = 360,000) | activity change, % at 57.5 µM; in the data active = activity change below about -50%; inconclusive = mostly about -30% to -49%; note: % is set by controls: 0 for no effect and ±100 for the full control effect
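Secreted IL-1B measured by AlphaLISA bead assay after 16 h compound exposure of THP-1 cells; compounds (final up to 57.5 uM) added 1 h before LPS (250 ng/mL) and ATP (1.25 mM) stimulation; lower signal means less secretion.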
HT1080 IDH1KD tx: HT-1080 IDH1 knockdown cell toxicity (counter line); HT-1080 IDH1 knockdown viability, ATP luminescence, 48 h; Potency, µM (highest dose often 46.1 µM), for the others: at the highest dose activity, negative = toxicity, actives largely listed as cytotoxic; actives 2% (n = 360,000);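 note: potency is the fitted concentration of half-maximal effect; 0% = DMSO wells and -100% = cell-free medium wells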
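Assay cells: HT-1080 with IDH1 knockdown, 750 per well, RPMI/5% FBS. Exposure: 48 h at 37 °C following 2 h pre-incubation. Read: CellTiter-Glo luminescence; fitted concentration-response, curve class assigned.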
MCF10A rerep: inducers of DNA re-replication in MCF 10A breast cells. MCF 10A DNA re-replication, Hoechst nuclear intensity, 48 h. actives 2.9% (n = 350,000). AID 624296. Potency, µM (titrated, usually from 46.1 µM), for the others: at the highest dose activity, positive = re-replication, hits mostly activators; note: potency is the fitted concentration of half-maximal effect; % of control where 0% means no effect; nearly all actives have a fitted effect of over 50% in size
ATXN2 expr inh: reduces ATXN2 reporter expression in HEK-293 cells; HEK-293 ATXN2-luciferase reporter, luminescence, 24 h; Potency, µM (doses to about 57 µM), inactives show top-dose activity change, negative = inhibition, actives largely listed as inhibitors; actives 0.72% (n = 360,000); AID 1745845; note: potency is the fitted concentration of half-maximal effect; % is set by controls: 0 for no effect and ±100 for the full control effect; nearly all actives have a fitted effect of over 55% in size
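ATXN2-luciferase reporter cells (luciferase flanked by upstream and downstream ATXN2 gene portions) were treated 24 h at 37 °C with compounds at up to 57 uM. SteadyGlo luminescence gave expression; GF-AFC fluorescence gave viability.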
SW480 rerep: DNA re-replication induction in SW480 cells; SW480 DNA re-replication, Hoechst DNA content imaging, 48 h; Potency, µM (top dose mostly 46.1 µM), inactives show at the top dose re-replication activation, actives largely listed as activators; actives 1.8% (n = 340,000); AID 624297; note: potency is the fitted concentration of half-maximal effect; % of control where 0% means no effect; nearly all actives have a fitted effect of over 55% in size
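Quantitative HTS format with DMSO vehicle controls; 48 hr drug incubation at 37 C, then 40 min Hoechst staining and scanning imager measurement at 405 nm excitation.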
HT1080NT lethal: kills 2HG-producing HT-1080-NT fibrosarcoma cells; HT-1080-NT fibrosarcoma viability, CellTiter-Glo ATP luminescence, 48 h; Potency, µM (series often up to 46.1 µM), for the others: top-dose activity, negative = less viability, hits mostly cytotoxic; actives 1.6% (n = 360,000); AID 686970;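 note: NT is the 2HG producing partner of a matched IDH1 knockdown line; potency is the fitted concentration of half-maximal effect; 0% = DMSO-treated cells and -100% = media-only wells without cells; nearly all actives have a fitted effect of over 55% in size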
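Toxicity toward the 2HG-producing NT line was scored as %Activity, normalised to DMSO and no-cell wells, from CellTiter-Glo luminescence after 48 hours' treatment.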
Numbers without * were called inactive; & = joins results of further samples; ! = repeats disagree; [ ] = remark or other dose. Unless noted, calls come from the whole dose curve; as a rule, active = well fitted curve in the direction sought with a large enough effect; inconclusive = small, poorly fitted or top-dose-only effect, or another doubt; inactive = no such curve, though single readings can be large; an effect the other way counts as inactive or inconclusive.

Cc1cc(C)n(C2=NS(=O)(=O)c3ccccc32)n1 was read as KB-V1 MDR tox 2.2%, WRN helicase inh -9.5%, KB-3-1 tox 3.4%, IL1B secr inh 1.0, HT1080 IDH1KD tx 19.1%, MCF10A rerep 0.8%, ATXN2 expr inh 2.2%, SW480 rerep -0.1% and HT1080NT lethal -3.9%.
O=C1COc2ccc(C(=O)COC(=O)/C=C/c3cccc(F)c3)cc2N1 was read as KB-V1 MDR tox 12.1%, WRN helicase inh 2.9%, KB-3-1 tox -3.2%, IL1B secr inh -18.2, HT1080 IDH1KD tx -6.3%, MCF10A rerep -11.4%, ATXN2 expr inh inconclusive, SW480 rerep 0.7% and HT1080NT lethal -2.3%.
CC1(C)CC(=O)C=C(Nc2ccc(S(N)(=O)=O)cc2)C1 was read as KB-V1 MDR tox inconclusive, WRN helicase inh 5.4%, KB-3-1 tox 3.9%, IL1B secr inh 20.8, HT1080 IDH1KD tx -2.7%, MCF10A rerep -17.5%, ATXN2 expr inh 2.8%, SW480 rerep 1.7% and HT1080NT lethal 6.7%.
For O=S1(=O)CC(N2CCC(c3ccccc3)CC2)CN1C1CCCCC1 (centres undefined) the results were KB-V1 MDR tox 17.3%, WRN helicase inh 4.9%, KB-3-1 tox 0.1%, IL1B secr inh 0.0, HT1080 IDH1KD tx 12.7%, ATXN2 expr inh 11.5% and HT1080NT lethal 9.5%.
Screening Cc1n[nH]c(=S)n1/N=C/c1ccc(OCc2ccc(Cl)cc2)cc1 returned KB-V1 MDR tox inconclusive, WRN helicase inh 2.6%, KB-3-1 tox 1.0%, IL1B secr inh 0.0, HT1080 IDH1KD tx -0.9%, MCF10A rerep 11.6%, ATXN2 expr inh 31.9%, SW480 rerep -10.4% and HT1080NT lethal -1.4%.
`CCOC(=O)N1CCN(S(=O)(=O)c2ccc(C(=O)Nc3ccc4c(c3)C(=O)NC4=O)cc2)CC1` gave KB-V1 MDR tox -0.4%, WRN helicase inh 10.7%, KB-3-1 tox 18.0%, IL1B secr inh 14.7, HT1080 IDH1KD tx 3.2%, MCF10A rerep -0.7%, ATXN2 expr inh -12.3%, SW480 rerep -2.2% and HT1080NT lethal 3.7%.
For CN(C)/C=C/C(=O)c1ccc(Cl)cc1Cl the results were KB-V1 MDR tox inconclusive, WRN helicase inh -2.8%, KB-3-1 tox 10.5%, IL1B secr inh 0.9, HT1080 IDH1KD tx 0.9%, MCF10A rerep -0.8%, ATXN2 expr inh -16.8%, SW480 rerep 0.0% and HT1080NT lethal -17.0%.
Screening CC1CCCN(C(=O)CN2CCC(c3nc4ccc(Cl)cc4[nH]3)CC2)C1 (centres undefined) returned KB-V1 MDR tox inconclusive, WRN helicase inh -4.3%, KB-3-1 tox -0.6%, IL1B secr inh 0.0, HT1080 IDH1KD tx -1.1%, MCF10A rerep 1.7%, SW480 rerep -11.6% and HT1080NT lethal -0.3%.
Screening CCOC(=O)c1ccc(N=c2sc(C(=O)OC)cc(=O)n2CCCN2CCOCC2)cc1 returned KB-V1 MDR tox 0.0%&0.9%, WRN helicase inh -8.0%&-10.8%, KB-3-1 tox inconclusive, IL1B secr inh -56.7*!, HT1080 IDH1KD tx inconclusive, MCF10A rerep 28.7%&38.6%, ATXN2 expr inh inconclusive, SW480 rerep 19.6%&-1.0% and HT1080NT lethal inconclusive.
`O=[N+]([O-])c1cccc(N(CC(O)CN2CCCCC2)S(=O)(=O)c2ccccc2)c1` (centres undefined) gave KB-V1 MDR tox -18.4%, WRN helicase inh -3.3%, KB-3-1 tox -1.4%, IL1B secr inh inconclusive, HT1080 IDH1KD tx -4.1%, MCF10A rerep 1.2%, ATXN2 expr inh -21.1%, SW480 rerep 4.8% and HT1080NT lethal -4.5%.
Screening CCCCOc1ccc(C(=O)OCC(=O)Nc2cc(C)on2)cc1 returned KB-V1 MDR tox 8.8%, WRN helicase inh -2.9%, KB-3-1 tox 17.2%, IL1B secr inh 7.6, HT1080 IDH1KD tx 12.2%, MCF10A rerep 4.7%, ATXN2 expr inh -4.3%, SW480 rerep 0.9% and HT1080NT lethal 13.4%.
Screening O=C(CC1(O)C(=O)N(CCc2ccccc2)c2ccccc21)c1ccccn1 (centres undefined) returned KB-V1 MDR tox -24.8%, WRN helicase inh 3.4%, KB-3-1 tox 0.0%, IL1B secr inh -9.6, HT1080 IDH1KD tx 24.6%, MCF10A rerep -6.3%, ATXN2 expr inh -7.2%, SW480 rerep 5.5% and HT1080NT lethal 15.1%.
`COc1ccc(NC(C)=O)cc1NS(=O)(=O)c1ccc2c(c1)OCCO2` gave KB-V1 MDR tox -3.7%, WRN helicase inh 3.4%, KB-3-1 tox inconclusive, IL1B secr inh -3.4, HT1080 IDH1KD tx -6.0%, MCF10A rerep 10.9%, ATXN2 expr inh 1.2%, SW480 rerep inconclusive and HT1080NT lethal -1.8%.
CC1C(=O)N(Cc2cn(Cc3ccco3)nn2)CCS(=O)(=O)N1Cc1ccc(-c2ccccc2)cc1 (centres undefined) was read as KB-V1 MDR tox 8.5%, WRN helicase inh -7.4%, KB-3-1 tox -21.5%, IL1B secr inh -19.8, HT1080 IDH1KD tx -12.8%, ATXN2 expr inh inconclusive and HT1080NT lethal -21.6%.
COCCn1c(-c2ccc(C)cc2)nc2oc3cc(OC)ccc3c(=O)c2c1=O was read as KB-V1 MDR tox 16.4%, WRN helicase inh 2.4%, KB-3-1 tox 2.2%, IL1B secr inh 7.2, HT1080 IDH1KD tx 3.6%, MCF10A rerep -1.7%, SW480 rerep inconclusive and HT1080NT lethal 11.2%.
For Clc1ccc(-c2csc(N/N=C\c3cccnc3)n2)cc1 the results were KB-V1 MDR tox -22.6%, WRN helicase inh -5.6%, KB-3-1 tox 6.9%, IL1B secr inh -7.1, HT1080 IDH1KD tx -9.8%, MCF10A rerep 26.2%, ATXN2 expr inh 9.8%, SW480 rerep -2.7% and HT1080NT lethal -1.5%.
Screening Cc1cc(C2C(C#N)=C(N)SC(N)=C2C#N)c(C)s1 returned KB-V1 MDR tox 9.8%, WRN helicase inh inconclusive, KB-3-1 tox 4.5%, IL1B secr inh 7.0, HT1080 IDH1KD tx 2.2%, MCF10A rerep inconclusive, ATXN2 expr inh 0.1%, SW480 rerep -4.6% and HT1080NT lethal 0.0%.
`COc1nc(Nc2ccccc2F)nc(OC)n1` gave KB-V1 MDR tox inconclusive, WRN helicase inh -5.2%, KB-3-1 tox inconclusive, IL1B secr inh -6.9, HT1080 IDH1KD tx 15.7%, MCF10A rerep -7.8%, ATXN2 expr inh 13.8%, SW480 rerep inconclusive and HT1080NT lethal 0.8%.
O=C(NCCCN1CCCC1=O)c1cccc(Oc2ccccc2)c1 was read as KB-V1 MDR tox 16.4%, WRN helicase inh 0.6%, KB-3-1 tox -2.2%, IL1B secr inh 13.9, HT1080 IDH1KD tx 1.1%, MCF10A rerep 6.1%, SW480 rerep inconclusive and HT1080NT lethal 2.2%.
`OC(CNCC1CCCO1)Cn1c2ccccc2c2ccccc21` (centres undefined) gave KB-V1 MDR tox -7.5%, WRN helicase inh 2.3%, KB-3-1 tox -8.0%, IL1B secr inh -56.1*, HT1080 IDH1KD tx inconclusive, MCF10A rerep -0.8%, ATXN2 expr inh -13.1%, SW480 rerep 14.9% and HT1080NT lethal inconclusive.
Cc1ccccc1NC(=O)NCC1CCCO1 (centres undefined) was read as KB-V1 MDR tox 15.1%, WRN helicase inh -5.9%, KB-3-1 tox 10.8%, IL1B secr inh -3.1, HT1080 IDH1KD tx 13.1%, MCF10A rerep -4.1%, ATXN2 expr inh -4.5%, SW480 rerep 0.2%[9.22 µM] and HT1080NT lethal 19.8%.
`COC(=O)[C@@H](Cc1ccccc1)NC(=O)[C@H]1CCC(=O)N1C(=O)OCc1ccccc1` gave KB-V1 MDR tox 0.0%, WRN helicase inh -4.6%, KB-3-1 tox -1.7%, IL1B secr inh inconclusive, HT1080 IDH1KD tx -4.2%, MCF10A rerep -14.5%, ATXN2 expr inh -14.6%, SW480 rerep -3.4% and HT1080NT lethal -1.7%.
COC(=O)c1cccnc1-n1c(=O)c2cccnc2n(CC(=O)Nc2ccc(Br)cc2)c1=O was read as KB-V1 MDR tox -21.6%, WRN helicase inh -9.8%, KB-3-1 tox 13.3%, IL1B secr inh 20.1, HT1080 IDH1KD tx 2.8%, MCF10A rerep 11.5%, SW480 rerep inconclusive and HT1080NT lethal -12.1%.
CC(Oc1ccccc1[N+](=O)[O-])C(=O)N/N=C/c1ccoc1 (centres undefined) was read as KB-V1 MDR tox 16.1%, WRN helicase inh -11.9%, KB-3-1 tox 10.8%, IL1B secr inh -24.0, HT1080 IDH1KD tx 16.7%, MCF10A rerep 0.7%, ATXN2 expr inh -5.7%, SW480 rerep inconclusive and HT1080NT lethal 18.2%.
Screening O=C(CN1CCCCC1)Nc1ccccc1C(=O)NC1CC1 returned KB-V1 MDR tox -13.3%, WRN helicase inh 0.2%, KB-3-1 tox -0.4%, IL1B secr inh -4.1, HT1080 IDH1KD tx 3.5%, MCF10A rerep -0.9%, ATXN2 expr inh 9.1%, SW480 rerep -102.5%[inhibitor] and HT1080NT lethal 7.8%.
